High-throughput results (PubChem)
DAX1 inh-1 – NR0B1 (DAX1) inhibition; AID 504766; hit rate 0.99% among 340,000; P51843; HEK293 Gal4-DAX1 luciferase reporter, luminescence; inhibition, % at 6.75 µM;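 active = inhibition above the mean over all tested compounds plus 3 SD, cut at about 4.2% in these data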;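 also: 0% = DAX1-transfected cells with DMSO and 100% = empty-vector control cells with DMSO; inhibition shows as a rise in luminescence from relieved DAX1 repression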
ADAM10 inh – inhibitors of human ADAM10. recombinant ADAM10, EDANS/DABCYL FRET peptide cleavage, 3 h. inhibition, % at 7 µM. O14672. hit rate 0.62% among 370,000. AID 720582;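 active = inhibition above a per-campaign cutoff equal to the mean of compounds falling between control-based bounds plus 3 SD, cut at about 20% in these data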;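 also: 0% = DMSO wells while the 100% control is not disclosed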
Target sequence (O14672 214-748 limits assumed): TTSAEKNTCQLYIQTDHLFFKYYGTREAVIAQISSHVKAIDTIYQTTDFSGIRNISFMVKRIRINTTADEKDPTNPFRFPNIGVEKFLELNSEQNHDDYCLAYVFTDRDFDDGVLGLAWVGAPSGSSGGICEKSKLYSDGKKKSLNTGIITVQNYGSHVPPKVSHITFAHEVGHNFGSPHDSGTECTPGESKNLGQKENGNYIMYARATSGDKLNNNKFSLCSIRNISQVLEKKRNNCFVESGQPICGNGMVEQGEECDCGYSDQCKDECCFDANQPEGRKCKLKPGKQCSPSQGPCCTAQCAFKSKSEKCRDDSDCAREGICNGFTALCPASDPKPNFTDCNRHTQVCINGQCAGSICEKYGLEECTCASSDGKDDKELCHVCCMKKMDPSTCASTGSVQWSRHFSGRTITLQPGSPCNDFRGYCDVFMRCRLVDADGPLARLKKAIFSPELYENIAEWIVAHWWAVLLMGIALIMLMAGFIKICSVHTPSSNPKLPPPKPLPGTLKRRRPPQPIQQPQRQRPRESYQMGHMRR
GC-A act – GC-A (human) enzyme activation | HEK293 GC-A cells, cGMP TR-FRET, EC30 ANP; 0% at EC30 ANP, 100% saturating ANP | hit rate 0.14% among 370,000 | activation, % at 10 µM; in the data active = activation above about 40%
ssDAF12 agonist – S. stercoralis DAF-12 activation, primary screen; HEK293 ssDAF-12/GRIP1 lit1-tk-luc reporter, luminescence; % of 3 µM dafachronic acid response; hit rate 1% among 370,000; activation, % at 6.8 µM; AID 652126;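 active = activation above the mean over all tested compounds plus 3 SD, cut at about 0.9% in these data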;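 also: 0% = DMSO-only wells and 100% = 3 µM delta7-dafachronic acid wells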
GAA850 FXN act – frataxin GAA850 promoter activation. HEK293 lucGAA850 FXN promoter luciferase reporter, 24 h; percent of 10 µM SAHA response. activation, % at 6 µM. hit rate 0.56% among 360,000. AID 540364;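 active = activation above the average of all compounds screened plus 3 SD, cutoff fixed separately per campaign, cut at about 7.5% in these data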;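 also: 0% = DMSO wells and 100% = 10 µM SAHA wells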
SMARCA2 act – increases SMARCA2 function in MMTV reporter cells. MG213 cells, MMTV-luciferase reporter, dexamethasone, overnight. activation, % at 9.1 µM. hit rate 1% among 370,000. AID 652017; in the data active = activation above about 7.8%;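 also: 0% = vehicle wells and 100% = reference activator wells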
DAX1 inh-2 – inhibitors of DAX1 repression of SF-1 activated StAR promoter. HEK293T StAR-luciferase reporter, SF-1/DAX-1 repression relief. inhibition, % at 6.8 µM. hit rate 1.1% among 370,000. AID 652010;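 active = inhibition above the mean over all tested compounds plus 3 SD, cut at about 3.6% in these data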;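 also: 0% = DAX-1 cells with DMSO and 100% = cells lacking DAX-1 with DMSO; higher inhibition means more luminescence from relief of DAX-1 repression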
hgDAF12 agonist – hgDAF-12 agonism, primary luciferase screen; hit rate 1.8% among 370,000; HEK293 GAL4-hgDAF12 UAS-luciferase reporter, agonist luminescence; normalized to butyrate control; activation, % at 6.8 µM;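 active = activation above a cutoff set at the mean of all screened compounds plus 3 SD, cut at about 10% in these data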;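 also: 0% = DMSO wells and 100% = sodium butyrate wells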
hcDAF-12 act – activates DAF-12 receptor from parasite H. contortus | HEK293 hcDAF-12 lit1-tk-luc reporter, luminescence; 0% DMSO, 100% Δ7-dafachronic acid | activation, % at 6.8 µM | hit rate 1.4% among 370,000 | AID 652067;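 active = activation above the mean of all tested compounds plus 3 SD, cut at about 5.5% in these data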;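 also: 100% = response to 3 µM Δ7-dafachronic acid high control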
GC-B act – GC-B (human) receptor activation; P20594; hit rate 0.11% among 370,000; AID 1920062; activation, % at 10 µM; HEK293-GC-B cells, CNP EC30, cGMP TR-FRET; 0% at EC30 CNP, 100% saturating CNP;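 active = activation at 10 µM reaching about 35% in either raw or pattern-adjusted values, limit read from the data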
HGIII-sPLA2 inh – Inhibits HGIII-sPLA2 liposome hydrolysis, primary screen | Q9NZ20 | QFRET BODIPY PC-A2 liposome hydrolysis, fluorescence | inhibition, % at 12.2 µM | hit rate 0.56% among 370,000 | AID 743126;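 active = inhibition above mean plus 3 SD of compounds lying within the high and low control bounds, cut at about 19% in these data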;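 also: 0% = median of test compound wells and 100% = no enzyme DMSO wells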
Target sequence (Q9NZ20 whole entry, looked up): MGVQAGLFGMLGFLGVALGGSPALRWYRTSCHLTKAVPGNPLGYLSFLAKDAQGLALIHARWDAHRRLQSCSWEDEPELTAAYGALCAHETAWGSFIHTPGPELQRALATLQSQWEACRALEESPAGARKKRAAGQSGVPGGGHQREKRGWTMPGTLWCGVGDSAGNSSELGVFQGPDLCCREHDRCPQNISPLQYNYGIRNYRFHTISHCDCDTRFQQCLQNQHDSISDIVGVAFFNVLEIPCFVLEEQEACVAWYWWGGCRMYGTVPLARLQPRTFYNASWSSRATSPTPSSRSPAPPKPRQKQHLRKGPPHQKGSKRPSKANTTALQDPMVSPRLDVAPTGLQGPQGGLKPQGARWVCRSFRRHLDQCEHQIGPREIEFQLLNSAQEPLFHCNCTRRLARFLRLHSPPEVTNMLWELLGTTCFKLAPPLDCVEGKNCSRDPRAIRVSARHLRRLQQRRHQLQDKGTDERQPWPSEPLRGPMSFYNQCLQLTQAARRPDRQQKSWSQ
* hit, by the source's call.

Screening C/C=C/c1ccc([C@H]2[C@@H](CN(CC(C)C)S(=O)(=O)c3ccccc3[N+](=O)[O-])N(C(=O)Nc3cccc(OC)c3)[C@H]2CO)cc1 returned ADAM10 inh 10.3, GC-A act -4.3, ssDAF12 agonist -1.6, SMARCA2 act 0.1, DAX1 inh-2 -0.2, hgDAF12 agonist -1.6, hcDAF-12 act -2.1, GC-B act 0.9 and HGIII-sPLA2 inh -7.7.
Screening COc1ccc(Cn2c(CCCO)nc3ccccc32)cc1OC returned DAX1 inh-1 0.9, ADAM10 inh 5.6, GC-A act 1.1, ssDAF12 agonist -1.4, GAA850 FXN act 0.1, SMARCA2 act 2.2, DAX1 inh-2 -0.6, hgDAF12 agonist -0.7, hcDAF-12 act -0.1, GC-B act -1.1 and HGIII-sPLA2 inh 4.9.
Screening O=C(NN=C1CCCCCC1)NC1CCCCC1 returned DAX1 inh-1 -0.8, ADAM10 inh -0.5, GC-A act 4.7, ssDAF12 agonist -1.3, GAA850 FXN act -0.8, SMARCA2 act -1.0, DAX1 inh-2 0.8, hgDAF12 agonist 0.2, hcDAF-12 act -0.7, GC-B act 2.5 and HGIII-sPLA2 inh -2.8.
O=[N+]([O-])c1ccc(OCC(O)CNCCNc2nccc(C(F)(F)F)n2)cc1 (configuration not stated) was read as DAX1 inh-1 1.2, ADAM10 inh 2.8, GC-A act -4.1, ssDAF12 agonist -1.2, GAA850 FXN act 0.2, SMARCA2 act 1.2, DAX1 inh-2 0.3, hgDAF12 agonist -1.9, hcDAF-12 act -0.8, GC-B act -2.2 and HGIII-sPLA2 inh -7.6.
`Cc1nn2c(N3CCN(c4ccccn4)CC3)cc(C(C)C)nc2c1-c1ccccc1` gave DAX1 inh-1 1.4, ADAM10 inh -7.8, GC-A act -5.9, ssDAF12 agonist -1.7, GAA850 FXN act -1.2, SMARCA2 act -2.8, DAX1 inh-2 0.1, hgDAF12 agonist -0.5, hcDAF-12 act -1.3, GC-B act -3.9 and HGIII-sPLA2 inh 1.6.
Screening COc1ccccc1N1C(=NC(=O)C2CCCCC2)SC2CS(=O)(=O)CC21 (configuration not stated) returned DAX1 inh-1 0.5, ADAM10 inh -12.8, GC-A act -3.0, ssDAF12 agonist -1.2, GAA850 FXN act -0.2, SMARCA2 act -3.2, DAX1 inh-2 0.6, hgDAF12 agonist -2.0, hcDAF-12 act 0.7, GC-B act -2.9 and HGIII-sPLA2 inh 8.6.
`C=CCC(CC(O)COCCC)C(=O)NNC(=S)Nc1ccccc1` (configuration not stated) gave DAX1 inh-1 0.2, ADAM10 inh 3.5, GC-A act -1.1, ssDAF12 agonist -0.8, GAA850 FXN act 1.9, SMARCA2 act -1.5, DAX1 inh-2 0.1, hgDAF12 agonist 3.2, hcDAF-12 act 0.7, GC-B act 3.4 and HGIII-sPLA2 inh 13.9.
CC(C)COC(=O)n1c(SCC(=O)N(C)C)nc2ccccc21 was read as DAX1 inh-1 0.6, ADAM10 inh -3.2, GC-A act 5.6, ssDAF12 agonist -1.4, GAA850 FXN act -0.5, SMARCA2 act -1.0, DAX1 inh-2 -1.6, hgDAF12 agonist -1.6, hcDAF-12 act -0.7, GC-B act 1.6 and HGIII-sPLA2 inh 1.6.
COc1ccc(-c2cc(-c3ccc(O)cc3)nc(N)c2C#N)cc1 was read as DAX1 inh-1 -1.3, ADAM10 inh -480.5, GC-A act 34.6, ssDAF12 agonist -1.3, GAA850 FXN act 1.9, SMARCA2 act -2.1, DAX1 inh-2 -1.1, hgDAF12 agonist -0.5, hcDAF-12 act -1.6, GC-B act 10.0 and HGIII-sPLA2 inh -59.5.
Screening O=C(Nc1ccc(Cl)cc1)Nc1csc([N+](=O)[O-])c1 returned ADAM10 inh 7.9, GC-A act 13.2, ssDAF12 agonist -2.0, GAA850 FXN act -5.2, SMARCA2 act -6.8, DAX1 inh-2 -1.2, hgDAF12 agonist -1.9, hcDAF-12 act -2.5, GC-B act 2.4 and HGIII-sPLA2 inh -16.5.
For CC(C)(C)c1cc(NC(=O)COC(=O)c2nccnc2N)n(-c2ccccc2)n1 the results were DAX1 inh-1 0.3, ADAM10 inh inactive, GC-A act 2.8, ssDAF12 agonist -0.8, GAA850 FXN act 2.3, SMARCA2 act -2.6, DAX1 inh-2 -0.2, hgDAF12 agonist -1.4, hcDAF-12 act -1.2, GC-B act 0.2 and HGIII-sPLA2 inh 3.5.
`O=C(Nc1cccc([N+](=O)[O-])c1)Nc1ccc2c(c1)CCC2` gave DAX1 inh-1 1.7, ADAM10 inh 6.9, GC-A act -2.8, ssDAF12 agonist -1.1, GAA850 FXN act 1.8, SMARCA2 act 1.9, DAX1 inh-2 2.0, hgDAF12 agonist 3.4, hcDAF-12 act -2.4, GC-B act -5.5 and HGIII-sPLA2 inh -2.6.
`CSCCC(NC(=O)c1ccccc1Br)C(=O)NCC(c1ccco1)N1CCCCC1` (configuration not stated) gave DAX1 inh-1 -0.1, ADAM10 inh -10.8, GC-A act 3.8, ssDAF12 agonist -0.8, GAA850 FXN act -0.3, SMARCA2 act -2.2, DAX1 inh-2 -1.3, hgDAF12 agonist 0.0, hcDAF-12 act -1.4, GC-B act -3.2 and HGIII-sPLA2 inh 5.4.
Screening Cc1ccc(-n2c(C)cc(C=C(C#N)C#N)c2C)cc1 returned DAX1 inh-1 1.1, ADAM10 inh 11.2, GC-A act -5.2, ssDAF12 agonist -0.9, GAA850 FXN act 1.6, SMARCA2 act 11.9*, DAX1 inh-2 -0.1, hgDAF12 agonist -0.8, hcDAF-12 act -2.1, GC-B act -6.0 and HGIII-sPLA2 inh 4.2.
`COc1ccc(/C=C(\C#N)C(=O)OCC(=O)Nc2ccc(C(C)(C)C)cc2)cc1` gave DAX1 inh-1 -0.3, ADAM10 inh -4.2, GC-A act -3.4, ssDAF12 agonist -1.5, GAA850 FXN act 0.8, SMARCA2 act -1.9, DAX1 inh-2 0.5, hgDAF12 agonist 4.5, hcDAF-12 act 0.8, GC-B act -10.5 and HGIII-sPLA2 inh 2.1.
CN(C)[C@@H](CO)c1nnc([C@H](CCC(=O)O)NC(=O)C2CCNCC2)o1 was read as DAX1 inh-1 2.3, ADAM10 inh -3.0, GC-A act -1.2, ssDAF12 agonist -1.6, GAA850 FXN act -0.5, SMARCA2 act -0.5, DAX1 inh-2 0.6, hgDAF12 agonist 2.4, hcDAF-12 act -1.5, GC-B act 5.6 and HGIII-sPLA2 inh 4.3.
For COc1ccc(NC(=O)Nc2ccc(N3CCOCC3)c3nonc23)c(OC)c1 the results were DAX1 inh-1 0.3, ADAM10 inh 6.6, GC-A act -2.7, ssDAF12 agonist -1.1, GAA850 FXN act 1.1, SMARCA2 act 0.2, DAX1 inh-2 0.2, hgDAF12 agonist 1.7, hcDAF-12 act -2.0, GC-B act 0.6 and HGIII-sPLA2 inh 4.7.
`CC(=O)Nc1ccc(C2=NOC(C)(C)C(=O)N2Cc2cccc(C#N)c2)cc1` gave ADAM10 inh 4.0, GC-A act -0.4, ssDAF12 agonist 0.2, GAA850 FXN act 0.6, SMARCA2 act 2.8, DAX1 inh-2 0.6, hgDAF12 agonist -4.7, hcDAF-12 act 2.2, GC-B act -5.0 and HGIII-sPLA2 inh -1.4.
For CC(CNC(=O)C1CCCCC1)NC(=O)C1CCCCC1 (configuration not stated) the results were DAX1 inh-1 0.8, ADAM10 inh 2.0, GC-A act -1.3, ssDAF12 agonist -1.8, GAA850 FXN act 0.4, SMARCA2 act -0.8, DAX1 inh-2 -0.2, hgDAF12 agonist -0.3, hcDAF-12 act -2.0, GC-B act 0.9 and HGIII-sPLA2 inh 12.6.
`Cc1ccc(C(=O)CCC(=O)Nc2ccccc2C)c(C)c1` gave DAX1 inh-1 1.2, ADAM10 inh 4.2, GC-A act 5.3, ssDAF12 agonist -1.2, GAA850 FXN act 4.2, SMARCA2 act -0.1, DAX1 inh-2 0.3, hgDAF12 agonist 2.1, hcDAF-12 act 1.4, GC-B act 5.5 and HGIII-sPLA2 inh -4.5.
`O=C(NCCCCl)C1CC(=O)N(CCc2ccc(F)cc2)C1` (configuration not stated) gave DAX1 inh-1 1.9, ADAM10 inh 5.0, GC-A act -2.4, ssDAF12 agonist -1.3, GAA850 FXN act 2.6, SMARCA2 act -0.8, DAX1 inh-2 0.6, hgDAF12 agonist -1.6, hcDAF-12 act 1.6, GC-B act 3.4 and HGIII-sPLA2 inh 3.3.
CCOC(=O)c1[nH]c2c(c1-c1ccccc1)C(=O)CC(c1ccc(OC)c(OC)c1)C2 (configuration not stated) was read as DAX1 inh-1 -3.5, ADAM10 inh -7.7, GC-A act 5.2, ssDAF12 agonist -2.2, GAA850 FXN act -5.0, SMARCA2 act -2.6, DAX1 inh-2 -2.4, hgDAF12 agonist -6.3, hcDAF-12 act -4.6, GC-B act -7.8 and HGIII-sPLA2 inh -3.6.
For CC1=NN(C(=O)CCc2ccccc2)C(c2ccccc2)C1 (configuration not stated) the results were DAX1 inh-1 1.2, ADAM10 inh 0.0, GC-A act -0.6, ssDAF12 agonist -1.9, GAA850 FXN act 0.5, SMARCA2 act 1.4, DAX1 inh-2 0.0, hgDAF12 agonist 0.5, hcDAF-12 act -1.1, GC-B act 2.3 and HGIII-sPLA2 inh 2.0.
`O=C(NC1CCCCCC1)C(=S)NCc1ccccc1` gave DAX1 inh-1 1.0, ADAM10 inh 1.9, GC-A act 3.5, ssDAF12 agonist -0.9, GAA850 FXN act 3.1, SMARCA2 act 0.8, DAX1 inh-2 0.4, hgDAF12 agonist 6.2, hcDAF-12 act -0.5, GC-B act 0.1 and HGIII-sPLA2 inh -3.2.
Screening Clc1cccc(N2CCN(CCCN3CCN(c4ccccc4)CC3)CC2)c1 returned DAX1 inh-1 -0.1, ADAM10 inh -16.0, GC-A act -6.1, ssDAF12 agonist -1.4, GAA850 FXN act -3.0, SMARCA2 act -3.5, DAX1 inh-2 -1.0, hgDAF12 agonist 0.9, hcDAF-12 act -1.2, GC-B act 0.1 and HGIII-sPLA2 inh -3.8.
`Cc1ccc(-c2c(C)sc3nc(CN4CCN(CC(=O)NC5CC5)CC4)[nH]c(=O)c23)cc1` gave DAX1 inh-1 -0.5, ADAM10 inh -44.1, GC-A act -2.5, ssDAF12 agonist -0.9, GAA850 FXN act 1.4, SMARCA2 act -3.4, DAX1 inh-2 -0.3, hgDAF12 agonist -2.0, hcDAF-12 act -1.1, GC-B act 2.6 and HGIII-sPLA2 inh 2.5.
O=C(COC(=O)CCN1C(=O)c2cccc([N+](=O)[O-])c2C1=O)NCc1ccccc1 was read as DAX1 inh-1 1.1, ADAM10 inh -11.3, GC-A act -4.6, ssDAF12 agonist -0.5, GAA850 FXN act 0.6, SMARCA2 act -3.0, DAX1 inh-2 -0.5, hgDAF12 agonist -2.1, hcDAF-12 act -1.9, GC-B act 4.0 and HGIII-sPLA2 inh 1.9.
